esBAF inh: SWI/SNF esBAF complex inhibition | reporter increase, % at 12.5 µM | mouse ES cells, Bmi1-luciferase knock-in reporter, 24 h; 100% = twice the neutral-well signal | AID 602393 | 350,000 compounds, 2% hits; in the data active = activation above about 40%;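 also: 0% = median of the plate's neutral control wells and 100% = double that signal; a rise in the Bmi1 reporter signal indicates esBAF inhibition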
ARNT-TACC3 inh: disrupts binding between human ARNT and TACC3. Q9Y6A5. AlphaScreen His-ARNT PAS-B/GST-TACC3 binding, luminescence; TACC3 fragment carries E629A point mutation. inhibition, % at 9.99 µM. 390,000 compounds, 0.66% hits;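 active = mean inhibition of replicates at least 50% and at least half of replicates each reaching 50%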;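 also: 0% = complete ARNT plus TACC3 wells and 100% = ARNT alone without TACC3; many hits fall short of the cut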
CFTR F508del cor: CFTR F508del correction in bronchial cells. CFBE cells, YFP halide quenching; stimulated with forskolin plus potentiator P3; % fluorescence drop versus neutral controls. activity (quench increase), % at 7.58 µM. 350,000 compounds, 0.36% hits;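 active = mean added fluorescence quench of at least 8% versus neutral control, with both replicates also reaching 8%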;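 also: cells transiently co-express mutant CFTR-F508del with the halide-sensitive YFP; corrector assay measuring rescue of mutant channel to the surface after 24 h compound exposure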
RAD54 branch: blocks human RAD54 Holliday junction branch migration. FAM/BHQ fluorescence. inhibition, % at 10.4 µM. 360,000 compounds, 0.14% hits;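 active = mean normalized replicate activity at least 40 and at least half of replicates scoring 40 or more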;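 also: 0% = median of neutral control wells and 100% = median of positive control wells; inhibitors cause a drop in the FAM fluorescence signal; in these data hits start at about 50%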
Target sequence (Q92698 whole entry, looked up): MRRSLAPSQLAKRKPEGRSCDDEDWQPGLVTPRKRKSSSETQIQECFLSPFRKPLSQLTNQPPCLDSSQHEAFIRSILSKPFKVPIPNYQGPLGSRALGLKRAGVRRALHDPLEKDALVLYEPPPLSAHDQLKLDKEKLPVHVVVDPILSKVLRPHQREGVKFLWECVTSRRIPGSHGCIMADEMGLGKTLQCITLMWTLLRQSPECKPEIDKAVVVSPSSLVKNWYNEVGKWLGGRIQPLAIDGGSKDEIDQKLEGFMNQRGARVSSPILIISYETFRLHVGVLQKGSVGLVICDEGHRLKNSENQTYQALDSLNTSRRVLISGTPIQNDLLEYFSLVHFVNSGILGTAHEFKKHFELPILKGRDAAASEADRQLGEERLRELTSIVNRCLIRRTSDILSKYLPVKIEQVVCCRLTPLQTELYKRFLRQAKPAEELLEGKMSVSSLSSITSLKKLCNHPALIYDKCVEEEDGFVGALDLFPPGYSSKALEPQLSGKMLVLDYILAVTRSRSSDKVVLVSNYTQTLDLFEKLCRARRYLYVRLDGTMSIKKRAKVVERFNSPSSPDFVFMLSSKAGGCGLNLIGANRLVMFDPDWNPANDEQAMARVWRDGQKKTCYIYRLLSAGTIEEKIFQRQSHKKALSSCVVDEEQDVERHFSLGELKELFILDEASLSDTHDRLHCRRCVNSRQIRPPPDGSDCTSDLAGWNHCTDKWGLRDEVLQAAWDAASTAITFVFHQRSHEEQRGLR
RAD52 anneal inh: RAD52 (human) annealing inhibition; recombinant RAD52 DNA annealing, FRET fluorescence; 360,000 compounds, 0.46% hits; P43351; inhibition, % at 18.7 µM;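 active = every replicate showing at least 50% inhibition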
INS-1E GSIS act: GLuc luminescence reporter in INS-1E cells, primary screen for activators of glucose-dependent secretion of insulin; INS-1E GLuc reporter insulin secretion, 2-3 h; activation, % at 16.6 µM; 370,000 compounds, 0.61% hits; AID 743287;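 active = lowest replicate activation of at least 40%, so every replicate reaches that level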;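 also: 0% = median of neutral control wells and 100% = median of IBMX positive control wells; some compounds called inactive have numbers as strong as hits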
Xi reactivation: reactivates the inactive X chromosome in mouse fibroblasts. XiGFP mouse fibroblasts, % GFP-positive cells imaging, 3 d; cells co-treated with 5-aza-dC sensitizer; scaled so ellipticine positive control = 100%. 360,000 compounds, 0.055% hits. activation, % at 7.58 µM. AID 743238;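 active = mean normalized replicate activation at least 10% and every replicate at or above 10%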;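 also: 0% = median of on-plate neutral control wells and 100% = ellipticine 6 µM median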
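Schedule: 3 d treatment, 15 min room-temperature fixation; system: 68-5-11 XiGFP fibroblast line; buffer or medium: DMEM plus 5-aza-dC sensitizer; control set: ellipticine 6 µM positive control; compound: one concentration, pinned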
ERAP1 HTS inh: blocks human ERAP1 aminopeptidase activity; Q9NZ08; recombinant ERAP1, Leu-AMC fluorescence, 60 min; inhibition, % at 10.7 µM; 340,000 compounds, 0.15% hits; AID 652197;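 active = mean replicate inhibition of at least 30%, or all replicates individually reaching that 30% level; inactive = mean below 30% and not every replicate reaching it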;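 also: 0% = neutral control wells and 100% = L-leucinethiol positive control wells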
* = called active by the depositor; nt = not tested or not shown; & = joins results of further samples.

SMILES	esBAF inh	ARNT-TACC3 inh	CFTR F508del cor	RAD54 branch	RAD52 anneal inh	INS-1E GSIS act	Xi reactivation	ERAP1 HTS inh
CCc1nnc(NC(=O)CCC(=O)N2CCN(S(=O)(=O)c3ccc(OC)cc3)CC2)s1	-10	0	-1.4	3	-15	-9	0.0	0
CC(C)(C)C(=O)NCc1ccc(C(=O)CSc2nnc3n2CCCCC3)s1	-8	nt	-3.7	-6	-26	0	0.0	-5
N#Cc1c([N+](=O)[O-])cc([N+](=O)[O-])cc1S(=O)(=O)Cc1ccccc1	-45	-15	-3.1	6	-18	23	1.0	12
NC(=O)CC(NC(=O)c1ccccc1)c1ccc(NCCCN2CCCC2=O)c([N+](=O)[O-])c1 (configuration not stated)	-6	-5	-5.8	0	-9	nt	0.1	3
Cc1ccccc1C(=O)Nc1ccnn1C1CCN(Cc2ccncc2)CC1	nt	-6	-0.8	-11	-55	33	0.2	2
Cc1ccc(-n2ncc3c(=O)n(CC(=O)N(C)C)cnc32)cc1	-9	12	1.1	0	-20	2	0.2	-1
COc1cccc(NC(=O)N[C@H]2CC[C@@H](CC(=O)Nc3ccccc3)O[C@H]2CO)c1	1	1	0.8	-4	9	-9	0.2	-3
CCOC(=O)[C@]12CCC=C1N(Cc1ccco1)C(=O)[C@H](CC(=O)N1CCCC1)C2	nt	nt	-0.5	nt	-18	14	0.3	-2
Cc1cc(C(=O)N/N=C2\CCCC(C)C2)n[nH]1 (configuration not stated)	nt	4	-1.8	nt	-2	43	nt	10
CCCCn1c(N)c(N(CCC(C)C)C(=O)CSc2nc3ccccc3s2)c(=O)[nH]c1=O	1	nt	1.3	8	-10	-6	0.0	-2
O=C(C[C@H]1CC[C@H](NC(=O)NC2CCCCC2)[C@H](CO)O1)NCc1ccc(F)cc1	5	nt	-1.8	8	6	-5	0.3	2
Cc1cc(C)c(NC(=O)CS(=O)CC(=O)Nc2ccc(-n3cnnn3)c(C)c2)c(C)c1 (configuration not stated)	-4	-1	-4.7	-9	-11	1	0.1	-2
O=C(N/N=C/c1cc(Br)cs1)c1ccc2c(c1)OCCO2	nt	nt	5.6	7	-7	12	0.0	-4
Cc1ccc(NS(=O)(=O)c2ccc(C(=O)NCC3CCCO3)cc2)cc1 (configuration not stated)	nt	14	-1.5	nt	-4	-4	0.0	2
CC(=O)NC(=S)Nc1ccc(NC(=O)COc2ccc(C(C)C)cc2)cc1	-4	nt	-0.4	-3	-6	24	0.1	6
CCN1[C@@H]2c3ccc(-c4ccccc4F)c(=O)n3C[C@@H]2[C@@H](CO)[C@@H]1C(=O)NC1CCC1	-2	-5	0.9	6	1	0	-0.1	-1
O=C(CSc1nnc(-c2ccc(F)cc2)n1-c1ccccc1)NCCN1C(=O)CSC1=O	11	-4	nt	3	-7	4	0.0	1
CCCCCC(=O)Nc1nc(C)c(-c2csc(Nc3cc(OC)ccc3OC)n2)s1	-1	-2	-2.0	-6	-9	nt	0.0	5
Cc1ccc(CCn2c3c(c4ccccc42)CN(C)CC3)cn1	-3	-2	nt	-2	nt	24	nt	nt
COc1ccc(S(=O)(=O)Nc2cccc3c2O[C@H](CN(C)S(=O)(=O)c2ccccc2)[C@@H](C)CN([C@H](C)CO)C3=O)cc1	5	-2	1.5&2.9	12	0&-7	-2&0	-1.1&0.1	-2
N#Cc1ccc(CN2CCN(C(=O)CNC(=O)Cc3ccccc3)CC2)cc1	nt	-2	-10	nt	-2	15	-0.1	-1
CN(C)C(=O)CN1CCN(Cc2cn(C)nc2-c2ccc3c(c2)OCCO3)CC1	nt	-3	-2.0	nt	-16	10	0.0	-2
CN(C)C(=O)c1ccc(NS(=O)(=O)c2ccc3c(c2)OCCO3)cc1	nt	-6	0.9	-6	-8	18	0.0	3
Cc1noc(C)c1NC(=O)Nc1ccc2c(c1)C(=O)N([C@@H](C)CO)C[C@@H](C)[C@@H](CN(C)Cc1ccc(C(F)(F)F)cc1)OCCCC[C@@H](C)O2	0	-14	4.1	-6	-3	-9	-1.3	-2
CCn1nc(C)c(CN2CCCC(C(=O)c3cccc(OC(C)C)c3)C2)c1C (configuration not stated)	-19	-2	3.1	6	0	1	0.2	5

Full records, looked up by structure. Screens in order: esBAF inh | ARNT-TACC3 inh | CFTR F508del cor | RAD54 branch | RAD52 anneal inh | INS-1E GSIS act | Xi reactivation | ERAP1 HTS inh
Record of CN(C)C(=O)CN1CCN(Cc2cn(C)nc2-c2ccc3c(c2)OCCO3)CC1 : nt | -3 | -2.0 | nt | -16 | 10 | 0.0 | -2
Record of O=C(N/N=C/c1cc(Br)cs1)c1ccc2c(c1)OCCO2 : nt | nt | 5.6 | 7 | -7 | 12 | 0.0 | -4

Later entries:
SMILES	esBAF inh	ARNT-TACC3 inh	CFTR F508del cor	RAD54 branch	RAD52 anneal inh	INS-1E GSIS act	Xi reactivation	ERAP1 HTS inh
O=C(Nc1nccs1)c1cc(-c2ccccc2)nn1-c1ccccc1	nt	-5	nt	5	nt	40	0.1	nt
CCC(=O)Nc1ccc(N2CCOCC2)c(S(=O)(=O)Nc2ccc(Cl)cc2)c1	-6	9	3.6	4	-4	-22	-0.1	0
O=C1N/C(=N\N=C\c2ccco2)SC1Cc1ccc(F)cc1 (configuration not stated)	nt	-19	-4.2	nt	-23	-8	0.0	-6
Cc1cc(OCC(=O)Nc2nccs2)c2c(C)cc(=O)oc2c1	-1	-1	1.0	7	-5	22	0.0	-5
CC=Cc1ccc2n(c1=O)C[C@@H]1N[C@H]2[C@H](C(=O)NCCc2ccccc2)[C@H]1CO (mixture of isomers)	-1	-9	nt	2	20	10	0.0	0
CCC(CO)Oc1cc(NCc2ccccc2OC)c2ncn(C(C)C)c2c1 (configuration not stated)	-2	8	-3.1	-9	-11	-13	0.1	6
C[C@H]1CN([C@@H](C)CO)C(=O)c2cc(NS(=O)(=O)c3ccc(Cl)cc3)ccc2O[C@@H]1CN(C)S(=O)(=O)c1ccccc1	1	0	0.8	-12	nt	-6	0.2	nt
C[C@H](CO)N1C[C@H](C)[C@H](CN(C)S(=O)(=O)c2cccs2)Oc2c(NC(=O)C3CCCCC3)cccc2C1=O	1	1	-0.9	10	-4	-3	0.0	2
CCCC#Cc1ccc2c(c1)O[C@@H](CN(C)Cc1ccncc1)[C@@H](C)CN([C@H](C)CO)S2(=O)=O	-6	-3	2.5	0	-36	-6	-0.7	-2
Cc1ccc(S(=O)(=O)N[C@@H](Cc2ccccc2)C(=O)N2CCC(C(=O)N[C@@H](CCC(N)=O)C(=O)O)CC2)cc1	3	-4	-0.6	0	-14	nt	0.2	-2
COc1ccccc1C(=O)N/C(=C\c1cn(S(=O)(=O)N(C)C)c2ccccc12)C(=O)N1CCCCC1	nt	-5	0.1	nt	-9	0	0.1	-2
O=C(CN1C(=O)CCC1=O)Nc1nc(-c2nc3ccccc3s2)cs1	40	-2	-2.4	7	-13	nt	0.1	0
C[C@@H]1CCCCO[C@H](CN(C)C(=O)c2ccccc2)[C@H](C)CN([C@@H](C)CO)C(=O)c2cc(NC(=O)Nc3ccc(F)cc3)ccc2O1	-2	9	0.6	8	-8	nt	-1.2	-4
CO[C@@H]1CN(C)C(=O)c2ccc(NC(=O)c3nc4ccccc4s3)cc2OC[C@H](C)NC[C@H]1C	7	-5	-0.5	12	21	-10	0.7	nt
CC(=O)N(C[C@H]1N[C@H](CO)[C@H]1c1ccc(-c2cccnc2)cc1)C1CCCC1	-2&2	-1&-1	0.6&2.9	1&6	-15&-21	-5	0.1	-2&-4
CCOc1ccc(CN2CCN(Cc3cnn(CC)c3C)CC2CCO)cc1 (configuration not stated)	nt	0	2.0	nt	-10	-15	0.0	-5
Cc1ccc(C)c(S(=O)(=O)N/N=C/c2ccc(N(C)C)cc2)c1	nt	1	-1.7	nt	-25	-23	0.0	3
COc1ccc(N2CCC(CNC(=S)Nc3cc(C)cc(C)c3)C2)cc1 (configuration not stated)	-4	-2	-3.6	3	-7	0	-0.5	-2
O=C(O)C1=CCNCC1	-6	-6	1.9	0	-4	3	0.0	0
C[C@@H]1CCCCO[C@@H](CN(C)C(=O)C2CCCCC2)[C@H](C)CN([C@H](C)CO)C(=O)c2cc(N(C)C)ccc2O1	0	2	4.5	2	-14	-8	-0.6	0
COc1ccccc1-c1ccc2n(c1=O)C[C@H]1[C@H](CO)[C@@H](C(=O)NC3CCC3)N(C(=O)C3CCC3)[C@@H]21	-4	-2	nt	0	-12	-3	1.2	0
COc1cc(C(=O)NCC(=O)N2CC=C(c3ccccc3)CC2)cc(OC)c1OC	1	-5	-0.9	-13	-6	-12	-0.1	0
COc1ccc(NS(=O)(=O)c2cccc(C(=O)NNC(=O)c3ccccc3OC)c2)cc1	nt	-26	3.4	nt	-12	-1	0.1	-2
N#Cc1c(-c2ccco2)nc(SCc2ccc(F)cc2)[nH]c1=O	0	-28	-1.8	-23	-45	-17	nt	-3
COc1ccc(C(=O)Nc2ccccc2C(=O)Nc2cc(C)ccn2)cc1	37	-6	1.4	1	-2	-4	0.4	1

The listing continues.
SMILES	esBAF inh	ARNT-TACC3 inh	CFTR F508del cor	RAD54 branch	RAD52 anneal inh	INS-1E GSIS act	Xi reactivation	ERAP1 HTS inh
Cc1nn(Cc2ccccc2)c(C)c1C(=O)N1CCN(CC(=O)Nc2ccccc2Cl)CC1	-2	-6	0.3	-1	7	nt	-0.1	6
C=CCC[C@@H](CCCCC)OC(=O)/C=C/[C@H](O)[C@@H](O)C[C@@H](O)CC=C	nt	nt	-0.7	nt	-1	-44	0.1	nt
O=C(O)c1ccn(COc2ccc(Br)cc2)n1	nt	3	0.8	nt	-13	2	0.0	-4
Cc1ccc(CNC(=O)C(=O)NCC2OCCN2S(=O)(=O)c2cccs2)cc1 (configuration not stated)	-2	3	-4.4	-11	-13	-8	0.1	4
Cc1[nH]c(=O)[nH]c(=O)c1S(=O)(=O)N1CCCC(C(=O)N2CCC(Cc3ccccc3)CC2)C1 (configuration not stated)	-11	-2	-1.4	3	-5	5	0.1	10
O=C(C[C@@H]1C=C[C@H](NS(=O)(=O)c2ccc(F)cc2)[C@@H](CO)O1)NCCN1CCCCC1	-3	nt	-2.3	9	11	19	0.7	-2
COCC#Cc1ccc([C@@H]2[C@@H](CO)N3C(=O)CN(C(=O)C4CCOCC4)C[C@H]23)cc1	nt	nt	-3.9	nt	-5	7	0.2	1
COc1ccc(CNC(=O)C2CC(C)=C(C)CC2C(=O)O)cc1OC (configuration not stated)	-6	-17	-2.7	-10	-20	-4	0.2	-1
OC[C@@H]1[C@@H](c2ccc(-c3ccccc3)cc2)[C@@H]2CN(Cc3cncnc3)CCCCN12	nt	-10	0.9	6	-27	7	0.2	-1
CC(=O)N1N=C(c2ccc(Br)cc2)OC12CCCC2	nt	-5	-0.2	nt	-11	nt	0.0	2
CCOC(=O)N1CCC(NC(=O)c2cc(S(=O)(=O)N3CCOCC3)ccc2F)CC1	-3	-3	0.1	nt	-14	nt	nt	6
COc1ccc(C(C)C)cc1-c1cncc(NC(C)=O)n1	0	nt	6.0	2	-11	4	0.0	0
Cc1ccc(S(=O)(=O)Nc2ccc3c(c2)C(=O)N([C@@H](C)CO)C[C@@H](C)[C@H](CN(C)C(=O)CCC(F)(F)F)OCCCC[C@H](C)O3)cc1	3	-5	-1.4	-5	-9	-4	0.0	-2
CC(C)C(NC(=O)c1ccc(C(C)(C)C)cc1)C(=O)NCc1ccccn1 (configuration not stated)	-3	3	-1.6	4	-4	9	0.6	-2
O=C(C1=C(O)C(=O)N(Cc2ccco2)C1c1cccs1)c1cccs1 (configuration not stated)	nt	-1	nt	nt	-8	-14	-0.1	3
CCOc1cccc2sc(=NC(=O)c3ccco3)n(CC(=O)OC)c12	-11	-1	2.8	nt	-13	-23	0.0	0
CC1(C(=O)NS(=O)(=O)c2cccc(Cl)c2)CCN1C(=O)CC1CCCCC1 (configuration not stated)	0	nt	-6.3	-7	3	nt	-0.1	1
O=c1[nH]c(/C=C/c2ccccc2Cl)nc2ccccc12	0	-4	3.3	2	-12	106	-0.1	24
